Compound activity from PubChem BioAssay.
HTR5A ag: HTR5A agonism, opioid heterodimer counter-screen. HTR5A agonist assay, luminescence, cell-based. activation, % at 9.3 µM. actives 0.61% (n = 340,000); in the data active means activation mostly above about 9.5%, no sharp cut-off; inactive means mostly below about 7.6%;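 further: 0% = cells with vehicle only and 100% = reference agonist; strong numbers were not always called active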
Arrestin-AP2 inh: blocks beta-arrestin peptide binding to AP2 adaptin; inhibition, % at 10 µM; FITC-arrestin peptide / GST-AP2 beads, flow cytometry; AP2 beta2 appendage carries R879A mutation; AID 504490; actives 0.31% (n = 340,000);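 active means inhibition above a set limit, near 3 SD of compounds lacking own fluorescence, cut at about 54% in these data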;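 further: plate controls were DMSO wells for no effect and 5 µM unlabelled arrestin peptide for full effect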
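Material – GST-tagged AP2 beta2-adaptin appendage (R879A) on 4 µm glutathione beads · Probe or stimulus – fluorescein-tagged arrestin peptide at 50 nM final · Timing – 12 min plus 1 h, RT · Detection – bead flow cytometry, FITC channel · Read-out basis – inhibition as reduced fluorescein signal on beads, percent · Medium – PBS plus Tween 20 (0.05%) and BSA (0.1%)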
OPRM1-OPRD1 inv: inverse agonist of human OPRM1-OPRD1 heterodimerization; actives 0.21% (n = 340,000); cell-based MOR-DOR heterodimer luminescence, inverse agonism; inhibition, % at 9.3 µM; in the data active means inhibition above about 22%, passing the limit was not always enough;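 further: 0% = cells with DMSO and 100% = wells without cells with DMSO; values of inactives mirror those of a sister screen read the other way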
Target sequence (P35372 whole entry, looked up): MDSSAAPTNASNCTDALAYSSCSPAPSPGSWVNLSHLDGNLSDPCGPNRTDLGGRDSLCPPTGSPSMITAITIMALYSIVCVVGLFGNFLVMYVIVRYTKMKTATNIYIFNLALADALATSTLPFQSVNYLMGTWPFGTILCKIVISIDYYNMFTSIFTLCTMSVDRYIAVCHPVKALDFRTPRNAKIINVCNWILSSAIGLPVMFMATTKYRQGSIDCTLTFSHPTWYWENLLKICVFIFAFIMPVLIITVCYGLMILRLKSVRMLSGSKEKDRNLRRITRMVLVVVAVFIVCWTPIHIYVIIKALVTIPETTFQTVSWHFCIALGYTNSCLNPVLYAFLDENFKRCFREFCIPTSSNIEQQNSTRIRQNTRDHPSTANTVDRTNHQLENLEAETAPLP
Target sequence (P41143 whole entry, looked up): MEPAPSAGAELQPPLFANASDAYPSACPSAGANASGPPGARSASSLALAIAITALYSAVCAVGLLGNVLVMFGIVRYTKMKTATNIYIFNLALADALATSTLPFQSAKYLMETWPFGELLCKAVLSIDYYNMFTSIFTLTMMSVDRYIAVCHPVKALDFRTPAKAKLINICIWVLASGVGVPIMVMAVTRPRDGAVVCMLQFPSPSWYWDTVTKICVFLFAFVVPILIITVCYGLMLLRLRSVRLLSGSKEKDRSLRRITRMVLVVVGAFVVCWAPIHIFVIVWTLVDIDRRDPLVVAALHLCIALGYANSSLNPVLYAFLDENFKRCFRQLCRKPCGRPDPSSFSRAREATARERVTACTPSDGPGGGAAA
HTR5A inv ag: inverse agonist of human HTR5A in OPRM1-OPRD1 counter-screen | inhibition, % at 9.3 µM | AID 504634 | HTR5A cell line, luminescence, inverse agonism | actives 0.083% (n = 340,000); in the data active means inhibition mostly above about 23%, no sharp cut-off; inactive means mostly below about 18%;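 further: 0% = cells with DMSO and 100% = no-cell wells with DMSO; some compounds called inactive have numbers as strong as hits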
DSG3 Ab inh: inhibitors of pemphigus antibody binding to human desmoglein-3. actives 0.48% (n = 310,000). binding (percent of control), % at 10 µM. AID 588358. DSG3-coupled beads, scFv-anti-DSG3-GFP binding, flow cytometry; active compounds read low;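 active means binding more than 3 SD below its plate's average and above zero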;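 further: hits lower antibody fragment binding to DSG3; some compounds called inactive have numbers as strong as hits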
DAGLB inh: blocks human DAGLB lipase activity; Q8NCG7; HEK293T DAGLB membrane lysate, EnzChek fluorogenic substrate; inhibition, % at 5.17 µM; actives 0.059% (n = 340,000); AID 504411; in the data active means inhibition above about 34%;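 further: 0% = enzyme with vehicle and 100% = wells lacking enzyme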
PKA-R2B activ: activators of human PKA-R2B complex; P22694+P31323; PKA-R2B holoenzyme dissociation, Cy5-IP20 fluorescence polarization; R2B truncated from residue 108, S112A mutant; 0% DMSO only, 100% 113 µM cGMP; activation, % at 11.4 µM; actives 0.079% (n = 340,000);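 active means activation above a cutoff set at the mean over all compounds plus 3 SD, cut at about 18% in these data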;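 further: higher means more holoenzyme dissociation and a rise in polarization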
PKA-R1A act: PKA-R1A complex activation; P00514+P68181; PKA-R1A dissociation, Cy5-IP20 fluorescence polarization; scaled: DMSO 0%, 113 µM cGMP 100%; activation, % at 11.4 µM; actives 0.083% (n = 340,000); AID 504707;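 active means percent activation above the mean of all tested compounds plus 3 SD, cut at about 19% in these data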;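 further: higher means more PKAc released from R1A so a rise in polarization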
OPRM1-OPRD1 ag: agonists of human mu-delta opioid receptor heterodimerization; activation, % at 9.3 µM; cells, OPRM1-OPRD1 heterodimerization, luminescence; actives 0.3% (n = 340,000); in the data active means activation above about 18%;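 further: 0% = vehicle-treated cells and 100% = reference agonist; values of inactives mirror those of a sister screen read the other way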
V-ATPase pHluor: yeast V-ATPase proton transport regulation by pHLuorin | response, % at 10 µM | S. cerevisiae, pHLuorin cytosolic pH fluorescence | actives 0.37% (n = 350,000); in the data active means response mostly above about 7.3%, no sharp cut-off; inactive means mostly below about 5.4%; further: actives read high; inactives centre near 0; some compounds called inactive have numbers as strong as hits; reference of the scale not given here
Starred values were filed as active, the others as inactive; nt = not tested or not shown. An unsorted share of the library; any-hit rate near 2.4%.

1. O=C(Cn1c(NCCO)nc2ccccc21)c1ccco1
2. Cc1cccc(OCC(=O)Nc2ccc3oc(=O)ccc3c2)c1C
3. CS(=O)(=O)N(CC(=O)Nc1ccc(F)cc1F)c1cccc([N+](=O)[O-])c1
4. O=C(O)CCC(=O)N1N=C(c2c(-c3ccccc3)c3cc(Cl)ccc3[nH]c2=O)CC1c1ccco1 (configuration not stated)
5. O=C(CCn1c(=O)oc2ccccc21)N1CCCCCC1
6. Cc1noc(C)c1CC(=O)NC1CC(C)(C)Cc2c1cnn2-c1ccccc1 (configuration not stated)
7. CCC1=NN=C(c2ccc(F)cc2)C(c2c[nH]c3ccccc23)N1O (configuration not stated)
8. CCN(CC(=O)NCc1cccs1)c1ccc(S(=O)(=O)N2CCN(C)CC2)cn1
assay / entry,1,2,3,4,5,6,7,8
V-ATPase pHluor,-3,2,-4,-3,0,6,1,1
DAGLB inh,2,-4,-1,3,1,0,0,-1
PKA-R2B activ,-1,11,-8,7,-3,9,-13,0
HTR5A inv ag,10,-6,14,-2,-25,0,4,-21
OPRM1-OPRD1 inv,6,-5,8,6,9,9,-9,7
OPRM1-OPRD1 ag,-1.0,1.0,-1.6,-0.8,-1.5,-1.7,1.6,-1.2
PKA-R1A act,-4,-5,-4,-1,1,-8,-4,-1
HTR5A ag,2,2,-5,0,-1,2,2,7
DSG3 Ab inh,84,106,nt,102,99,106,99,104
Arrestin-AP2 inh,23,3,4,-2,-1,-4,10,-26

9. Fc1ccc(N2CCN(C(c3cccs3)c3nnnn3C3CCCC3)CC2)cc1 (configuration not stated)
10. COCCNC(=O)C1CC(c2ccc(F)cc2)=NO1 (configuration not stated)
11. CC(=O)Nc1ccc(Nc2nnc(-c3ccc(O)cc3)c3ccccc23)cc1
12. O=c1c2ccccc2nc2c3ccccc3cnn12
13. O=C(NCc1ccccc1)N1CCC(CO)(CCc2ccccc2)CC1
14. O=C(NNC(=O)c1cccs1)c1ccc(F)cc1
15. O=C(CCc1ccccc1)Nc1nc2ccc(S(=O)(=O)N3CCOCC3)cc2s1
16. Nc1ccc2nc(CCCCc3nc4ccccc4[nH]3)[nH]c2c1
assay / entry,9,10,11,12,13,14,15,16
V-ATPase pHluor,1,5,0,-1,-1,7,-4,4
DAGLB inh,-1,-4,1,1,1,1,-2,1
PKA-R2B activ,-12,-12,13,8,-7,5,-9,6
HTR5A inv ag,-31,9,9,2,23,7,0,1
OPRM1-OPRD1 inv,-1,15,12,11,13,6,-10,-3
OPRM1-OPRD1 ag,0.1,-2.6,-2.7,-2.2,-2.5,-0.8,2.5,0.7
PKA-R1A act,-19,6,5,7,-3,-9,1,-4
HTR5A ag,12,-4,-3,-1,0,-3,-2,0
DSG3 Ab inh,98,nt,108,102,104,nt,100,97
Arrestin-AP2 inh,-42,7,-5,37,15,-21,27,39

17. N#C/C(=N\Nc1cccc(C(F)(F)F)c1)C(=O)c1csc(-c2cccnc2)n1
18. Cc1cccc(NS(=O)(=O)c2cc(C(=O)N3CCc4ccccc4C3)ccc2Cl)c1C
19. O=C(CC1Sc2ccccc2NC1=O)NNc1ccc(F)cc1 (configuration not stated)
20. COc1ccc(-c2ccc(C#N)c(SCC(=O)Nc3sc4c(c3C#N)CCC4)n2)cc1OC
21. O=c1[nH]cnc(O)c1C(c1ccc(Br)cc1)c1c(O)nc[nH]c1=O
22. O=C(N/C=C/c1ccco1)OCc1ccccc1
23. COc1cc(C)nc(SCC(N)=O)n1
24. Cc1cc(Cl)c2oc(C(=O)N(C)CCCCN3CCOCC3)c(C)c2c1
assay / entry,17,18,19,20,21,22,23,24
V-ATPase pHluor,1,9,-1,-1,-4,-1,1,-2
DAGLB inh,17,1,3,0,0,1,-1,-2
PKA-R2B activ,-1,-17,-4,0,5,0,-6,-3
HTR5A inv ag,-18,-2,-2,18,17,7,-3,1
OPRM1-OPRD1 inv,17,6,11,11,10,9,6,11
OPRM1-OPRD1 ag,-3.5,-1.0,-2.1,-2.0,-1.9,-1.7,-1.0,-2.1
PKA-R1A act,9,-7,-3,-4,-12,-1,-1,-3
HTR5A ag,-4,1,0,1,6,-1,-8,-5
DSG3 Ab inh,nt,103,99,97,85,98,99,93
Arrestin-AP2 inh,-4,8,-2,-10,6,-16,4,-7

25. CC(Nc1ccc(S(=O)(=O)N2CCN(C)CC2)cc1[N+](=O)[O-])c1ccccc1 (configuration not stated)
26. Cc1ccc(/C=C2\CCOC2=O)cc1
27. CCOC(=O)C1=C(C)NC(C)=C(C(=O)OCC)C1C(=O)OCC(=O)c1ccc2c(c1)OCCO2
28. O=C(N/N=C/c1ccc(Br)s1)c1ccccn1
29. CC(C)N(Cc1nc(-c2ccc3c(c2)OCO3)no1)Cc1nccn1C
30. CC1(C)CC(NC(=S)NC(=O)c2cc(Br)ccc2Cl)CC(C)(C)N1
31. COc1ccc(-c2ccc(CCC(=O)O)n2-c2ccccc2OC)cc1
32. CC(=O)Nc1ccc(S(=O)(=O)N2CCOCC2)cc1
assay / entry,25,26,27,28,29,30,31,32
V-ATPase pHluor,-3,7,5,4,-1,1,1,1
DAGLB inh,-2,1,1,0,0,2,2,-1
PKA-R2B activ,-2,-15,1,-7,-7,3,-4,-15
HTR5A inv ag,18,-2,10,-31,14,16,14,-6
OPRM1-OPRD1 inv,14,11,13,7,0,10,8,3
OPRM1-OPRD1 ag,-2.2,-2.2,-2.1,-1.2,0.0,-2.4,-1.7,-0.6
PKA-R1A act,-13,-10,3,6,-14,1,-6,-4
HTR5A ag,0,1,6,12,2,-5,-4,-6
DSG3 Ab inh,105,94,nt,98,108,98,128,107
Arrestin-AP2 inh,37,-1,3,0,2,7,-3,-8

33. O=C(NCC1CCCO1)c1cccc2c1C(=O)c1ccc(N3CCC(Cc4ccccc4)CC3)cc1S2(=O)=O (configuration not stated)
34. C=CCc1ccc(OCc2ccc(C(=O)Nc3ccc(NC(C)=O)cc3)o2)c(OC)c1
35. CCCCn1c(N)c(N(CC(C)C)C(=O)C2CCCO2)c(=O)[nH]c1=O (configuration not stated)
36. O=C(c1cc([N+](=O)[O-])cc([N+](=O)[O-])c1)N1CCCc2ccccc21
37. O=C(O)c1cc(N/N=C/c2ccc(-c3ccccc3)cc2)ccc1Cl
38. O=C1CC(c2ccccc2)Cc2nc(NC3CC3)ncc21 (configuration not stated)
39. CC(/C=N/NC(=O)Cc1cc(=O)[nH][nH]1)=C\c1ccccc1
40. O=C(C=Cc1ccccc1)N1CCCCC1
assay / entry,33,34,35,36,37,38,39,40
V-ATPase pHluor,-5,2,-1,-1,-1,1,6,0
DAGLB inh,-12,-1,0,0,9,-2,11,0
PKA-R2B activ,-4,-6,-5,-5,2,1,1,-1
HTR5A inv ag,-6,-9,15,-18,-2,0,16,12
OPRM1-OPRD1 inv,4,-2,0,-23,15,10,2,-1
OPRM1-OPRD1 ag,-0.8,0.5,0.0,4.4,-3.4,-2.1,-0.4,0.2
PKA-R1A act,5,10,1,10,1,-6,5,-2
HTR5A ag,2,2,3,6,1,0,0,-3
DSG3 Ab inh,138,93,94,96,115,104,102,94
Arrestin-AP2 inh,12,-9,2,-6,1,25,4,11

41. CC(NC(=O)CN1CCCC1)C12CC3CC(CC(C3)C1)C2 (configuration not stated)
42. O=C(NN=C1CCCC1)c1n[nH]c2c1CCC2
43. CC(C)(CNc1ccc([N+](=O)[O-])cc1Cl)N1CCOCC1
44. O=c1c2cccc3c2c(nn1-c1ccccc1)-c1ccccc1-3
45. N#C/C(=C\c1ccc(-c2cccc([N+](=O)[O-])c2)o1)C(=O)NCCN1CCOCC1
46. COc1ccc(C2=CC(=O)C[C@H](c3ccc(F)cc3)C2)cc1F
47. CC(NC(=O)C1CCCN(C(=O)c2ccc(Cl)cc2)C1)c1cccc(C(F)(F)F)c1 (configuration not stated)
48. NC(=O)C1=CN(Cc2ccc(Cl)cc2)CCC1C(F)(F)F (configuration not stated)
49. CN(C)CCNc1oc(COc2ccc(-c3ccccc3)cc2)nc1C#N
assay / entry,41,42,43,44,45,46,47,48,49
V-ATPase pHluor,-3,0,-63,1,-1,0,1,0,-4
DAGLB inh,-1,-2,-1,-1,-2,-17,-1,0,-4
PKA-R2B activ,4,5,16,6,3,7,-2,3,5
HTR5A inv ag,6,-12,19,4,-4,-2,1,-20,22
OPRM1-OPRD1 inv,2,-6,-16,-2,-1,-9,1,-2,-18
OPRM1-OPRD1 ag,-0.3,1.1,2.6,0.4,0.2,1.9,-0.2,0.4,3.6
PKA-R1A act,-2,4,12,-12,-2,0,-9,5,-2
HTR5A ag,3,5,0,6,2,-2,0,8,5
DSG3 Ab inh,100,99,nt,105,100,107,98,nt,110
Arrestin-AP2 inh,-2,12,13,0,24,7,2,2,0

In the list so far, these have a CF3 group.
17. N#C/C(=N\Nc1cccc(C(F)(F)F)c1)C(=O)c1csc(-c2cccnc2)n1
47. CC(NC(=O)C1CCCN(C(=O)c2ccc(Cl)cc2)C1)c1cccc(C(F)(F)F)c1 (configuration not stated)
48. NC(=O)C1=CN(Cc2ccc(Cl)cc2)CCC1C(F)(F)F (configuration not stated)
assay / entry,17,47,48
V-ATPase pHluor,1,1,0
DAGLB inh,17,-1,0
PKA-R2B activ,-1,-2,3
HTR5A inv ag,-18,1,-20
OPRM1-OPRD1 inv,17,1,-2
OPRM1-OPRD1 ag,-3.5,-0.2,0.4
PKA-R1A act,9,-9,5
HTR5A ag,-4,0,8
DSG3 Ab inh,nt,98,nt
Arrestin-AP2 inh,-4,2,2

Compounds 41 to 42 from above:
41. CC(NC(=O)CN1CCCC1)C12CC3CC(CC(C3)C1)C2 (configuration not stated)
42. O=C(NN=C1CCCC1)c1n[nH]c2c1CCC2
assay / entry,41,42
V-ATPase pHluor,-3,0
DAGLB inh,-1,-2
PKA-R2B activ,4,5
HTR5A inv ag,6,-12
OPRM1-OPRD1 inv,2,-6
OPRM1-OPRD1 ag,-0.3,1.1
PKA-R1A act,-2,4
HTR5A ag,3,5
DSG3 Ab inh,100,99
Arrestin-AP2 inh,-2,12
